Compound activity: PubChem BioAssay, several laboratories
STK33 kinase inh: human STK33 kinase inhibition. Q9BYT3. purified STK33, MBP phosphorylation, ADP-Glo luminescence. inhibition, % at 10 µM. 0.073% of 320,000 active;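 active = inhibition at or above 25%, using the most active replicate where run in duplicate; inactive = inhibition below 25%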
Target sequence (Q9BYT3 whole entry, looked up): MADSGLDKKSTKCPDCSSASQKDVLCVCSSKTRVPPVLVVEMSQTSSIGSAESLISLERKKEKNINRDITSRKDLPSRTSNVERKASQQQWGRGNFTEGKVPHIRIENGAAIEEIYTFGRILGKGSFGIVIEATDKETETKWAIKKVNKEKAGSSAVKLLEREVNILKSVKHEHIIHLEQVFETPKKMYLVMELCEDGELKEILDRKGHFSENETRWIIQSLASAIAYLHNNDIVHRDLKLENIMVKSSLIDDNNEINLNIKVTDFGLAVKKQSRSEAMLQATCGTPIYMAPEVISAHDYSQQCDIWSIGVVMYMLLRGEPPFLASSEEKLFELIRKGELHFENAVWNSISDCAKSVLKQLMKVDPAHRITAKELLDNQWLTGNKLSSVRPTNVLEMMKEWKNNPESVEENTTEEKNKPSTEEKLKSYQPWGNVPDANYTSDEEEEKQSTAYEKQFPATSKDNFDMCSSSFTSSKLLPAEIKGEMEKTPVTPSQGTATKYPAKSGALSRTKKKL
KCNQ2 block: KCNQ2 channel blockers in CHO-K1 cells – cell-based, FluxOR thallium flux, B-score, primary screen (AID 2156); B-score at 10 µM; 20 min; active compounds read low; O88943; 1.1% of 310,000 active;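 active = fluorescence ratio B-score at most minus 3 library SDs, with starting brightness B-score within 2 library SDs, cut at about -5.5 in these data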
OX1R antag: OX1R (human) antagonism | O43613 | OX1R-expressing cells, FRET antagonist read-out | inhibition, % at 6.6 µM | 1.8% of 330,000 active | AID 485270; in the data active = inhibition mostly above about 38%, no sharp cut-off; inactive = mostly below about 40%;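 note: 0% = agonist challenge alone and 100% = reference antagonist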
Target sequence (O43613 whole entry, looked up): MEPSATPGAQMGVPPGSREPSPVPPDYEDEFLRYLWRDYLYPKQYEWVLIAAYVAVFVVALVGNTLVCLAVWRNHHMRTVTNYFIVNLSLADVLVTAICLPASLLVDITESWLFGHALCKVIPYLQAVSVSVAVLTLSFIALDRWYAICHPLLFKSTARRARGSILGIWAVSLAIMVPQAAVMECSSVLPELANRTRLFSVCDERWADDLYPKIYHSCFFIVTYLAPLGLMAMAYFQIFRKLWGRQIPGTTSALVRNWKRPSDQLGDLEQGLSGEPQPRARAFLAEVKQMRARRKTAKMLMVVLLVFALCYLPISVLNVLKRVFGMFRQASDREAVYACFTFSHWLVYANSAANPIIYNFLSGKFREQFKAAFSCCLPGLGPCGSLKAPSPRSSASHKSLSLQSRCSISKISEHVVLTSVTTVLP
An asterisk follows results filed as active; i = inactive; . = not tested or not shown.

Start of the data: the first 4 entries as a preview:
SMILES | STK33 kinase inh | KCNQ2 block | OX1R antag
Cc1ccc(NC(=O)c2cn(CCC#N)nc2-c2cccs2)c([N+](=O)[O-])c1 | -0.7 | i | 17
CC(=O)Nc1ccc(NC(=O)COC(=O)c2cc(S(=O)(=O)N(C)C)ccc2N2CCCC2)cc1 | 5.9 | i | 23
Cc1sc2nc(SCC(=O)N3CCN(CCO)CC3)n(-c3ccccc3)c(=O)c2c1C | 1.1 | i | -7
COc1cc(C(=O)N(CCc2ccccc2)C2=CC3CCC(C2)N3C)cc(OC)c1OC (stereo not drawn) | -0.5 | i | 23

This part in full, from the start:
SMILES | STK33 kinase inh | KCNQ2 block | OX1R antag
Cc1ccc(NC(=O)c2cn(CCC#N)nc2-c2cccs2)c([N+](=O)[O-])c1 | -0.7 | i | 17
CC(=O)Nc1ccc(NC(=O)COC(=O)c2cc(S(=O)(=O)N(C)C)ccc2N2CCCC2)cc1 | 5.9 | i | 23
Cc1sc2nc(SCC(=O)N3CCN(CCO)CC3)n(-c3ccccc3)c(=O)c2c1C | 1.1 | i | -7
COc1cc(C(=O)N(CCc2ccccc2)C2=CC3CCC(C2)N3C)cc(OC)c1OC (stereo not drawn) | -0.5 | i | 23
Nc1ccc(N2CCCCC2)c2nonc12 | 0.9 | i | 51
Cc1oc2c(C)c(O)ccc2c(=O)c1-c1nncn1-c1ccccc1 | -3.9 | i | 4
COC(=O)c1sc(Nc2ccccc2)nc1C | 1.3 | i | 36
O=C(CCCCCBr)N1CCC(CC2CC(c3cccc(Br)c3)=NO2)(C(=O)NCC2CCCCC2)CC1 (stereo not drawn) | -1.1 | i | 18
C[C@H](CO)N1C[C@H](C)[C@@H](CN(C)S(=O)(=O)c2ccccc2)Oc2ccc(NC(=O)Cc3ccccc3)cc2C1=O | -0.3 | . | 1
O=C(Nc1ccccc1[N+](=O)[O-])c1ccc(S(=O)(=O)N2CCCC2)cc1 | -1.7 | i | 24
CCOc1ccccc1N1CC(C(=O)NCCc2ccc(S(N)(=O)=O)cc2)CC1=O (stereo not drawn) | 0.4 | i | 4
COC(=O)COc1ccc(S(=O)(=O)N2CCc3ccccc3C2)cc1C | -2.7 | i | -2
CCOc1ccc(C(=O)Nc2cc(OC)ccc2OC)cc1 | -1.4 | i | 16
CCCN1C(=O)/C(=C/c2ccncc2)SC1=S | -0.7 | i | 6
COc1ccc(N2CC(C(=O)NC3CC(C)(C)NC(C)(C)C3)CC2=O)cc1 (stereo not drawn) | -0.4 | i | 16
CC(C(=O)N1c2ccccc2Sc2ccccc21)n1nnc(-c2cccs2)n1 (stereo not drawn) | 0.2 | i | 22
COc1ccc(NC(=O)C2=C(C)C(=O)OC23CCC(C)CC3)cc1Cl (stereo not drawn) | 0.3 | i | 16
CCCC(=O)Nc1cccc(-c2cn3cccnc3n2)c1 | -0.9 | i | 11
O=C(NC1CCCCCC1)c1c(O)nc2sccn2c1=O | . | i | 12
CCOc1cc(-c2cc(-c3ccc(C)o3)nc(N)c2C#N)ccc1O | -0.7 | i | 18
CC(NC(=O)[C@H](C)N1C(=O)N2CCc3c([nH]c4ccccc34)[C@@]2(C)C1=O)c1ccccc1 (stereo partly drawn) | -0.2 | i | 24
Fc1cc(F)c2nc(Nc3nc4cc5c(cc4s3)OCO5)sc2c1 | 2.0 | i | 13
Cc1ccc(CNC(=O)Cn2nnc(C(=O)Nc3cc(C)ccc3C)c2N)cc1 | -2.4 | i | 2
CCC/C(=C1/c2ccccc2C(=O)N1c1ccccc1)c1cnc(OC)nc1 | -0.7 | . | 8
O=C(Nc1ccc(O)c(C(=O)O)c1)c1ccc2c(c1)C(=O)N(CC1CCCO1)C2=O (stereo not drawn) | -0.6 | i | 32
Cc1sc(NC(=O)CSc2nnc(COc3ccc(Cl)cc3)n2C)c(C#N)c1C | -1.7 | i | 7
Cn1cnnc1SCC(=O)NNC(=O)COc1ccc(Cl)cc1 | -0.4 | i | -7
CCOC(=O)c1nnn(-c2nonc2N)c1CN1CCCCCC1 | -0.5 | i | 9
Cc1cccc(NC(=O)c2cccc(C(=O)Nc3cccc(C)c3C)n2)c1C | -1.1 | i | 1
CCC(=O)c1ccc(N2CCN(C(=O)c3cccs3)CC2)c(F)c1 | -1.7 | i | 16
Cc1cc(C)c(C#N)c(SCc2[nH]nc3c2C(c2ccc(F)cc2)C(C#N)=C(N)O3)n1 (stereo not drawn) | -0.3 | i | 75*
COC(=O)c1ccccc1NC(=O)Cn1c(=O)oc2ccc(Cl)cc21 | -1.3 | i | 17
Cc1ccc(/C=N/NC(=O)c2ccc(-n3cccc3)cc2)o1 | -0.6 | i | .
O=C(NCC1CCCCC1)c1ccc(Cl)nc1 | -0.8 | i | 9
O/N=C/c1ccc2cccc(OCc3ccccc3)c2n1 | 0.8 | i | 8
Cc1ccc(-n2ncc3c(=O)n(CC#N)cnc32)cc1C | -1.6 | i | 3
CCOC(=O)[C@@H]1[C@H]2COc3ccc(Br)cc3[C@H]2N2C(=O)N(c3ccc(Cl)cc3)C(=O)[C@]12C | -1.9 | . | 2
COc1ccccc1NC(=O)Oc1ccc(NC(=O)c2ccco2)cc1 | 1.4 | i | 15
O=c1c2ccccc2n2c(-c3cccc(F)c3)nnc2n1Cc1ccccc1 | -1.2 | i | 15
COc1ccc(NS(=O)(=O)c2cn(C)cn2)c(OC)c1 | 1.6 | i | 13
COc1ccc(NC(=O)c2ccco2)cc1NC(=O)c1cc2ccccc2o1 | 0.4 | i | 22
CCOc1ccccc1C1NC(=O)NC(C)=C1C(=O)OC1CCCC1C (stereo not drawn) | 2.8 | i | 15
COc1ccccc1-c1oc2ccccc2c1C#CC1(N)CCCCC1 | 0.0 | . | 4
O=C(O)C1=C(C(=O)N2CCN(C(=O)c3ccco3)CC2)CCCC1 | 0.3 | i | 3
Cc1cc(C)nc(Nc2nc(C)c3cc4c(cc3n2)OCO4)n1 | -1.1 | i | 16
c1ccc(-n2nc3c(ccc4cnnc43)[nH]2)cc1 | 1.3 | i | 61
CCN(CCCNC(=O)Cn1cc2c(n1)CCCC2)c1cccc(C)c1 | -0.6 | i | 25
CS(=O)(=O)N1CCC(C(=O)Nc2ccc(F)cc2)CC1 | -3.8 | i | 2
Cc1cc(OCCOCCN(C)CCO)cc(C)c1Cl | -1.3 | i | 4
CCOC(=O)c1cnc2nc(C)[nH]n2c1=O | . | i | 4
O=C1C(=Cc2ccco2)C(=O)c2ccccc21 | -0.9 | i | 50
CCn1c(SCc2ccccc2)nnc1C1CCN(S(=O)(=O)c2ccc(OC)cc2)CC1 | 0.8 | i | 21
COc1ccc(N(CC(=O)N2CCN(Cc3ccc4c(c3)OCO4)CC2)S(C)(=O)=O)cc1OC | 1.0 | i | 12
CC(=O)c1ccc(OCc2cc(C(=O)NC(C)CCn3cccn3)no2)cc1 (stereo not drawn) | -0.3 | i | 2
O=C(Nc1ccc(C(=O)O)cc1)/C(=C\c1ccc([N+](=O)[O-])cc1)NC(=O)c1ccc(Br)cc1 | 0.9 | i | 17
CC(C)Oc1ccc(C(CC(=O)N(C)CCC#N)c2ccc(F)cc2)cc1 (stereo not drawn) | 0.2 | i | 14
O=C(NCCCNC(=O)c1ccccn1)c1cccc(F)c1 | -0.5 | i | 10
CCn1nnnc1SCC(=O)NCc1cccs1 | -1.2 | i | 14
CCS(=O)(=O)c1ncc(Cl)c(C(=O)Nc2ccc(S(=O)(=O)N3CCC(C)CC3)cc2)n1 | 2.7 | i | 47*
CCOC(=O)c1ccc(NC(=O)N2CCc3ccccc32)cc1 | -0.1 | i | 19

(next part)
Second line of a record: STK33 kinase inh	KCNQ2 block	OX1R antag
- Cc1ccc(S(=O)(=O)Nc2c(C)nn(C)c2C)c(C)c1
→ -1.0	i	16
- Cc1cc(C)c2c(N)c(C(=O)NC3CCCC3)sc2n1
→ -0.2	i	47
- COCCn1nnnc1C(c1ccc(OC)cc1)N1CCC(C)CC1 (stereo not drawn)
→ -1.5	i	15
- Cc1csc(SCC(=O)NCCc2ccc(Cl)cc2)n1
→ -0.7	i	14
- COc1ccc(N2CCN(C(=O)COC(=O)c3cnccn3)CC2)cc1
→ -1.5	i	-1
- O=C1NCC2=C1C(c1ccccc1)Nc1ccccc1N2 (stereo not drawn)
→ 1.3	i	14
- CC(C)CCNc1nc(N)c([N+](=O)[O-])c(NCCO)n1
→ 3.1	i	8
- O=C(Nn1c(C2CCCCC2)nc2ccccc2c1=O)c1ccc([N+](=O)[O-])cc1Cl
→ -0.6	i	16
- O=C(NN1C(=O)C2C3C=CC(C4CC34)C2C1=O)c1cccc(Cl)c1 (stereo not drawn)
→ -1.0	i	8
- CCNc1nc(NC(C)C)nc(SCCOC(=O)c2ccccc2)n1
→ -0.8	i	14
- COc1cc(/C=N/NC(=O)Cc2csc(N3CCOCC3)n2)cc(OC)c1O
→ 0.3	i	15
- O=C(CCOc1ccccc1)Nc1ccc([N+](=O)[O-])cc1
→ -1.1	i	12
- CCCS(=O)(=O)N1CCN(Cc2c[nH]c3ccccc23)CC1
→ -0.7	i	22
- Cc1cc(C)c(C(=O)OCC(=O)Nc2cccc(S(=O)(=O)N3CCCCC3)c2)c(C)c1
→ -0.7	i	7
- CCc1nnc(NC(=O)CCC(=O)N2CCN(S(=O)(=O)c3cc(Cl)ccc3OC)CC2)s1
→ -0.5	i	5
- O=C(CCCN1CCOC(c2ccccc2)C1)c1ccc(F)cc1 (stereo not drawn)
→ -0.5	i	11
- O=C(C1=C[C@H](c2coc3ccccc3c2=O)C[C@H](OCc2ccc(CO)cc2)O1)N1CCN(Cc2ccc3c(c2)OCO3)CC1
→ -0.9	i	35
- O=C(NCc1cccc(Cl)c1)c1cccnc1
→ 0.1	i	11
- O=S(=O)(Nc1ccc(-c2cn3ccsc3n2)cc1)c1ccc2c(c1)OCCO2
→ -1.0	i	25
- COCC(C)NCC(=O)NC(C)CCc1ccccc1 (stereo not drawn)
→ -0.5	i	3
- COc1ccc(NC(=O)COc2coc(CN3c4ccccc4CC3C)cc2=O)cc1 (stereo not drawn)
→ -1.1	i	16
- COC(=O)c1ccc2c(=O)n(Cc3ccc(C(=O)NCCCN4CCC(C)CC4)cc3)c(=S)[nH]c2c1
→ -1.4	i	9
- Cc1ccc(Cn2ncc3c(N4CCN(CCc5ccccc5)CC4)ncnc32)cc1
→ -2.2	i	5
- COc1ccc(CN2CCNC(=O)C2CC(=O)NCCCn2nnc3ccccc32)cc1C (stereo not drawn)
→ 0.7	i	3
- COc1ccc2c(c1)CCc1c(C(=O)Nc3c(C)nn(Cc4ccccc4)c3C)noc1-2
→ -3.7	i	19
- CC(C)CC(=O)NC(Nc1ccc([N+](=O)[O-])cc1)C(Cl)(Cl)Cl (stereo not drawn)
→ .	i	15
- CCC(=O)Nc1cccc(NC(=O)CN2CCN(c3ccccc3OC)CC2)c1
→ 0.5	i	13
- COc1cccc(CN(C)C(=O)CCN(c2ccccc2)S(=O)(=O)c2ccc(C)cc2)c1OC
→ -1.5	i	31
- O=C(OCC(=O)N1CCOCC1)c1cccc(S(=O)(=O)N2CCCc3ccccc32)c1
→ -0.1	i	13
- COc1ccc(OC)c(S(=O)(=O)NCC(c2ccco2)N2CCc3ccccc3C2)c1 (stereo not drawn)
→ -0.4	i	29

Full records as entered above. Order of screens: STK33 kinase inh, KCNQ2 block, OX1R antag
CC(C)CC(=O)NC(Nc1ccc([N+](=O)[O-])cc1)C(Cl)(Cl)Cl (stereo not drawn) is entered as ., i, 15
O=C(NCc1cccc(Cl)c1)c1cccnc1 is entered as 0.1, i, 11
O=C(OCC(=O)N1CCOCC1)c1cccc(S(=O)(=O)N2CCCc3ccccc32)c1 is entered as -0.1, i, 13
COc1ccc(CN2CCNC(=O)C2CC(=O)NCCCn2nnc3ccccc32)cc1C (stereo not drawn) is entered as 0.7, i, 3
COc1ccc(NC(=O)COc2coc(CN3c4ccccc4CC3C)cc2=O)cc1 (stereo not drawn) is entered as -1.1, i, 16

More results follow.
Second line of a record: STK33 kinase inh	KCNQ2 block	OX1R antag
- COc1ccc(CCN2C(=O)c3[nH]nc(-c4ccccc4O)c3C2c2ccccc2)cc1OC (stereo not drawn)
→ -0.8	i	12
- CN[C@H]1CCc2cc(OC)c(OC)c(OC)c2-c2ccc(OC)c(=O)cc21
→ -3.4	i	17
- CC(=O)Nc1ncnc2c1c(-c1ccc(Cl)cc1)nn2C(C)(C)C
→ 3.0	i	7
- O=C(CCc1nnc2ccc(N3CCOCC3)nn12)Nc1ccc(F)cc1F
→ 1.1	i	7
- CCc1cc(=O)oc2cc(OCC(=O)NCCCn3ccnc3)ccc12
→ -1.0	i	6
- O=C(NNc1nc2cc3c(cc2s1)OCCO3)c1ccc(F)cc1
→ 0.0	i	8
- CC(=O)NC12CC3CC(C1)CC(C(=O)OCC(=O)c1cc(C)n(C)c1C)(C3)C2
→ -0.4	.	9
- COC(=O)CSc1cc(C(F)(F)F)nc(-c2ccccn2)n1
→ -2.5	i	18
- Cc1ccc(SC(c2ccc(C)cc2)C(Cn2cncn2)C(=O)c2ccccc2)cc1 (stereo not drawn)
→ -0.8	i	18
- Cc1cccc(NC(=O)Cn2c(/C=C/c3ccccc3)nc3ccccc32)c1
→ -1.1	i	27
- Cc1cccc(C2NS(=O)(=O)N=C2N)c1 (stereo not drawn)
→ 9.8	i	11
- NC(=O)NC(CC(=O)OCC(=O)NC(=O)NCc1ccco1)c1ccc(Cl)cc1 (stereo not drawn)
→ -1.5	i	6
- CC12CCC(C(=O)N(c3ccccc3Cl)C1=O)C2(C)C (stereo not drawn)
→ -2.1	i	11
- COc1ccc(C)cc1NC(=O)c1ccc(NS(=O)(=O)c2c(C)noc2C)cc1
→ -0.9	i	7
- CN(CC(=O)Nc1ccc(Cl)cc1F)C1=NS(=O)(=O)c2ccccc21
→ 1.0	.	8
- CCOc1[nH]c(/N=C/c2ccco2)c(C#N)c1C#N
→ 1.5	.	29
- CCCCCC1CC(CC(=O)Nc2ccc([N+](=O)[O-])cc2)C(=O)O1 (stereo not drawn)
→ .	i	16
